XiGFP reactiv – X-chromosome reactivation activator. XiGFP mouse fibroblasts, % GFP-positive cells imaging, 3 d; cells co-treated with 5-aza-dC sensitizer; scaled so ellipticine positive control = 100%. activation, % at 7.58 µM. 360,000 compounds, 0.055% hits;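 active means mean normalized replicate activation at least 10% and every replicate at or above 10%; inconclusive means only one of the two criteria met; inactive means mean below 10% and not all replicates reach 10%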;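 further: 0% = median of on-plate neutral control wells and 100% = ellipticine 6 µM median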
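Material: XiGFP fibroblasts, SV40-immortalized; Buffer or medium: DMEM containing 5-aza-dC; Compound dosing: single point; Times: 3 days compound exposure.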
EWS-Fli inh – inhibitors of EWS/Fli oncoprotein transcriptional activity; inhibition, % at 12.6 µM; 350,000 compounds, 0.67% hits; A673 NR0B1-luciferase reporter, viability-normalised;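 active means mean inhibition of at least 50% after viability correction, with every replicate also passing that limit; inconclusive means mean reaches 50% but only one of two replicates passes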;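 further: firefly luciferase signal divided by Alamar Blue viability fluorescence both relative to DMSO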
ARNT TACC3 PPI – disrupts binding between human ARNT and TACC3. Q9Y6A5. 390,000 compounds, 0.66% hits. inhibition, % at 9.99 µM. AID 623870. AlphaScreen His-ARNT PAS-B/GST-TACC3 binding, luminescence; TACC3 fragment carries E629A point mutation;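 active means mean inhibition of replicates at least 50% and at least half of replicates each reaching 50%; inconclusive means half or more replicates reach 50% but mean below 50%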;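 further: 0% = complete ARNT plus TACC3 wells and 100% = ARNT alone without TACC3; many hits fall short of the cut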
CFTR F508del cor – CFTR F508del correction in bronchial cells; 350,000 compounds, 0.36% hits; CFBE cells, YFP halide quenching; stimulated with forskolin plus potentiator P3; % fluorescence drop versus neutral controls; activity (quench increase), % at 7.58 µM;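 active means mean added fluorescence quench of at least 8% versus neutral control, with both replicates also reaching 8%; inconclusive means only one of the mean or replicate conditions met; inactive means mean below 8% and not both replicates reaching 8%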;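 further: cells transiently co-express mutant CFTR-F508del with the halide-sensitive YFP; corrector assay measuring rescue of mutant channel to the surface after 24 h compound exposure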
DENV2 CPE – protects cells from dengue virus 2 cytopathic effect; AID 651640; CPE inhibition, % at 9.99 µM; 350,000 compounds, 1.7% hits; DENV2-infected cells, cytopathic effect rescue, plate reader; in the data active means CPE inhibition above about 20%, passing the limit was not always enough; inconclusive means no clear call, values can overlap the other calls; tested in BHK-21 cells;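 further: 0% = median of neutral control wells and 100% = median of positive control wells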
GSIS activator – primary screen for activators of insulin secretion dependent on glucose, INS-1E cells, GLuc reporter luminescence. INS-1E GLuc reporter insulin secretion, 2-3 h. activation, % at 16.6 µM. 370,000 compounds, 0.61% hits. AID 743287;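 active means lowest replicate activation of at least 40%, so every replicate reaches that level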;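 further: 0% = median of neutral control wells and 100% = median of IBMX positive control wells; some compounds called inactive have numbers as strong as hits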
ERp5 block – inhibitors of human ERp5. Q15084. ERp5 insulin aggregation, absorbance 650 nm, 90 min. inhibition, % at 9.99 µM. 350,000 compounds, 0.05% hits;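 active means mean replicate inhibition above about 25%, with every replicate also reaching it, limit read from the data, passing the limit was not always enough; inconclusive means only one of those two criteria met; inactive means neither criterion met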
Target sequence (Q15084 whole entry, looked up): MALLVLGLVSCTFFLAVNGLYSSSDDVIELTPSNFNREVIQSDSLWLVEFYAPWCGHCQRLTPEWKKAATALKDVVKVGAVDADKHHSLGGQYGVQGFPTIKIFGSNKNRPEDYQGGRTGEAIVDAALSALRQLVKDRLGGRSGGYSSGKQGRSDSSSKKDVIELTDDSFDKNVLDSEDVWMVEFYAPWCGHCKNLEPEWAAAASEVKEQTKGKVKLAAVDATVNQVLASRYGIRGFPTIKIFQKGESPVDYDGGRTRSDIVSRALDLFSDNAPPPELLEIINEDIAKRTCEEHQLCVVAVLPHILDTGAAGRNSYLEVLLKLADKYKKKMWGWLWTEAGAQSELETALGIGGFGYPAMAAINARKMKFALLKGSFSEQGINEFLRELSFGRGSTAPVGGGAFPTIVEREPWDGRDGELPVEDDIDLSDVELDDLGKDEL
PAX8 reporter – lowers PAX8-driven luciferase in RMG-I cells | RMG-I TPO-luciferase reporter, SteadyGlo, 24 h | inhibition, % at 12.6 µM | 360,000 compounds, 1.2% hits;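 active means mean replicate inhibition at least 60% with every replicate also reaching 60%; inconclusive means only one of the two criteria is met; inactive means mean below 60% and not all replicates reaching 60%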;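 further: luciferase light reporting Pax8 driven TPO promoter activity; plate controls were median of neutral control wells for no effect and mitoxantrone controls for full effect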
Numbers without * were called inactive; ? = inconclusive; . = not tested or not shown; & = joins results of further samples.

smiles	GSIS activator	CFTR F508del cor	DENV2 CPE	XiGFP reactiv	ARNT TACC3 PPI	EWS-Fli inh	PAX8 reporter	ERp5 block
C[C@H](CO)N1C[C@H](C)[C@H](CN(C)S(=O)(=O)c2ccc(Cl)cc2)Oc2c(NC(=O)CCCCCC(=O)Nc3ccccc3N)cccc2C1=O	0.8	0.5	3.4	0.2	.	26.3	.	-5.6
COC(=O)c1nnn(CC(=O)NC(=O)Nc2ccccc2F)c1C(=O)OC	-8.8	1.6	3.8	-0.1	14.9	6.2	8.8	-3.1
Oc1cncc(Cc2ccccc2)c1	-0.3	-4.8	-0.7	0.2	-2.5	0.2	18.4	-8.2
COc1ccccc1N1CC(C(=O)Nc2ccccc2N2CCCC2)CC1=O (configuration not stated)	1.8	3.0	-0.4	-0.1	8.3	2.0	0.4	-0.7
O=C1CCC[C@@H]2Cc3nc4ccc(O)cc4cc3[C@@H]3CCN1[C@H]23	21.6	0.4	?	0.0	5.6	-8.2	-29.7	4.6
O=C(CCN1CCCCC1)N[C@@H]1CC[C@H](CCNS(=O)(=O)c2ccccc2)O[C@@H]1CO	12.5	1.6	-0.2	0.3	-8.8	0.8	-6.7	-5.4
O=C(O)COCC(=O)N1CCN(C(c2ccccc2)c2ccccc2)CC1	-11.7	-4.0	8.5	0.3	-6.8	3.8	3.5	4.8
O=C(Nc1ccc(F)cc1)N[C@@H]1CC[C@@H](CCn2cc(C3(O)CCCC3)nn2)O[C@H]1CO	-18.4	0.8	10.0	-0.1	-2.6	-7.5	-14.2	-3.9
O=C(NNS(=O)(=O)c1ccccc1)c1ccc(S(=O)(=O)N2CCCCC2)cc1	0.6	.	.	0.0	-39.5	.	20.8	.
O=C(c1cc2ccccc2oc1=O)N1CCCCCCC1	-20.6	-1.5	2.4	0.0	4.1	5.3	0.7	3.3
COc1ccc(C2CC(=O)c3cnn(-c4nc(C)cc(C)n4)c3C2)cc1OC (configuration not stated)	43.5	0.1	-5.1	0.0	1.0	3.0	33.3	0.5
Cc1ccc2c(c1)N(C(=O)CCC(=O)O)CCO2	4.5	.	.	0.0	-1.8	.	-11.0	.
Cc1ccc(NS(=O)(=O)c2cccc(C(=O)N/N=C/c3ccc4c(c3)OCCO4)c2)c(C)c1	-42.4	.	.	0.2	-1.8	.	-23.0	.
CC1CCCN(Cc2c(O)ccc3c(=O)c(-c4ccc(Cl)cc4)coc23)C1 (configuration not stated)	-3.5	-0.9	10.8	0.1	-10.7	-3.0	-4.6	0.2
C[C@@H]1CN([C@@H](C)CO)C(=O)c2cccc(NC(=O)C3CC3)c2O[C@@H]1CN(C)Cc1ccc(-c2ccccc2)cc1	-14.3	1.1	-3.2	0.1	-20.3	-1.7	.	-6.3
CC(C)C[C@H]1CN([C@@H](CC(C)C)CN2CCC[C@@H]2CN2C(=O)C(=O)NC[C@@H]2Cc2ccccc2)C(=O)C(=O)N1CC1CCCCC1	-13.8	-0.2	6.9	.	-3.2	4.2	21.2	-9.4
CC(C)N(C(=O)COC(=O)c1ccc([N+](=O)[O-])cc1)c1ccccc1	5.5	-1.4	-1.3	-0.6	-4.7	11.8	-14.6	-8.2
O=C(NCc1ccc2c(c1)OCO2)c1ccc(CSCc2cccc(Cl)c2)o1	-3.1	.	-3.9	0.1	-5.4	10.8	0.0	-0.8
COc1ccccc1N1CCN(CC(=O)Nc2ccccc2C(=O)NC(C)c2ccccc2)CC1 (configuration not stated)	-0.2	-1.0	-5.8	-0.3	2.7	4.2	10.0	1.8
CS(=O)(=O)N1[C@@H]2CNC[C@H]1C2c1ccc(-c2ccccc2)cc1 (some centres not stated)	9.1&8.4	5.0&-2.5	79.8*	0.0&0.0	.	-5.6	1.6	6.4
OC[C@H]1CC[C@@H]2O[C@H](CCc3ccc(C#CCc4ccccc4)cc3)[C@@H](n3cc(-c4ccccc4)nn3)C[C@@H]2O1	.	1.5	7.0	.	.	13.3	70.7*	8.0
OCCNCc1cccc(Br)c1	-3.1	1.5	-0.3	-0.3	-28.9	0.3	11.6	2.1
CCOc1ccc2nc(Cl)c(C3CC(c4ccco4)=NN3S(C)(=O)=O)cc2c1 (configuration not stated)	-7.6	-1.0	8.2	0.4	-2.4	-6.5	32.6	-4.4
Cc1ccc(-n2c(NN)nc3ccccc3c2=O)c(C)c1	.	.	-0.9	0.6	-9.8	-2.7	25.1	-4.7
COCc1cc(=O)[nH]c(N2CCN(c3ccccc3OC)CC2)n1	-0.7	1.0	-3.4	0.0	9.1	1.4	1.8	1.4

smiles	GSIS activator	CFTR F508del cor	DENV2 CPE	XiGFP reactiv	ARNT TACC3 PPI	EWS-Fli inh	PAX8 reporter	ERp5 block
CCOCCCNC(=O)C1c2ccccc2Oc2ccccc21	.	.	-1.3	-0.2	0.7	-5.9	-6.6	4.0
COc1ccccc1N1CCN(C(=O)c2sc3ncn(CC(=O)N4CCC(C)CC4)c(=O)c3c2C)CC1	24.1	-2.3	-0.3	0.1	-2.0	0.8	23.5	1.5
C[C@H](CO)N1C[C@H](C)[C@H](CN(C)S(=O)(=O)c2ccc(F)cc2)Oc2ccc(NC(=O)Nc3ccc(F)cc3)cc2C1=O	-10.5	-0.3	13.5	0.1	.	-0.3	.	0.9
COc1ccc(N2CC(C(=O)Nc3nnc(C4CCCCC4)s3)CC2=O)cc1 (configuration not stated)	2.2	-0.7	-0.4	-0.1	-0.2	8.5	-2.2	-6.0
CCCCCCC(=O)Nc1ccc(Br)cn1	-14.5	-4.9	18.7	.	-10.8	-14.2	-23.0	3.2
COc1ccc(/C=C/C(=O)NC2CCCCCCC2)cc1S(=O)(=O)N1CCOCC1	-12.1	.	-0.5	0.2	-1.1	16.7	-56.7	-3.3
Cc1ccc(N2C(=O)NC(NS(=O)(=O)c3ccccc3)(C(F)(F)F)C2=O)cc1C (configuration not stated)	3.1	-0.4	.	0.0	-11.4	-3.0	-10.6	0.3
O=C(CCCc1ccccc1)Nc1cccnc1Cl	-6.9	1.9	1.2	0.0	-6.0	-5.3	21.0	-4.7
Cc1ccc(N(Cc2ccccc2)C(=O)c2cccc(S(=O)(=O)N3CCN(C)CC3)c2)cc1	-14.0	-2.0	5.8	0.2	7.0	-20.8	2.5	0.4
O=C(NCC[C@@H]1CC[C@H](NC(=O)C2CCC2)[C@H](CO)O1)c1cnccn1	8.4	2.4	5.6	-0.3	.	10.2	1.7	-0.8
CC(C)C1NC(C(=O)O)Cc2c1[nH]c1ccccc21 (configuration not stated)	18.7	0.7	-5.5	0.0	9.0	13.7	-6.7	3.2
COc1cccc(NC(=O)C2CCN(C(=O)[C@@H]3Cc4ccccc4CN3)CC2)c1	10.0	0.1	6.1	0.0	0.7	.	-7.0	-1.2
CC1CN(C(=O)c2ccc(COc3ccc(C(C)C)cc3)o2)CC(C)O1 (configuration not stated)	4.6	-1.4	-2.3	0.0	-7.1	-55.3	-103.0	2.4
Nc1ccc(C(=O)O)c(O)c1	15.4	0.0&2.0&2.9	1.3&5.6&7.3	0.2&1.4&0.0	-3.4&3.1&-2.8&0.1	-8.4&0.4&-16.6	4.0&-6.7&10.2	-0.9&-0.5&3.7
CCC(=O)N1[C@H](CNC(=O)CN(C)C)[C@@H](c2ccc(C3=CCCC3)cc2)[C@@H]1CO	14.7	-1.9	0.8	0.2	1.3	4.5	-9.6	2.5
COc1ccc(S(=O)(=O)N(C)C[C@@H]2Oc3ccc(NS(=O)(=O)c4ccc(Cl)cc4)cc3CC(=O)N([C@@H](C)CO)C[C@@H]2C)cc1	-12.3	-1.1	63.8*	-0.8	10.7	3.3	3.6	.
Cc1noc(C)c1S(=O)(=O)N(C)C[C@@H]1Oc2ccc(NS(=O)(=O)c3ccc(F)cc3)cc2CC(=O)N([C@@H](C)CO)C[C@@H]1C	-3.4	-0.7	12.0	0.8	.	-3.3	.	6.8
C#CCNC(=O)C[C@@H]1C[C@@]2(C(=O)OC)CC(C)(C)CC=C2N(Cc2cccc3ccccc23)C1=O	-25.5	0.1	5.1	0.1	.	-6.5	0.4	5.2
Cc1nn(-c2ccccc2)c(C)c1NC(=O)COC(=O)c1cccc(OC(F)F)c1	12.1	1.2	-0.2	-0.1	-1.3	-3.0	.	7.6
COc1cccc(NC(=O)N(C)C[C@@H]2OCc3cnnn3CCCC(=O)N([C@@H](C)CO)C[C@H]2C)c1	0.9&-4.7	2.1&1.2	-5.8&5.5	0.1&-0.3	2.6	-5.0&1.4	-4.8&7.8	-1.1&2.3
CCOC(=O)Cn1c(=O)c2c(nc3n2CC(C)CN3Cc2ccccc2)n(C)c1=O (configuration not stated)	6.8	2.2	-5.0	0.0	24.0	.	18.4	-13.8
COCCNC(=O)c1ccc(N2CC3CC(C2)c2cccc(=O)n2C3)c(NC(=O)c2c(F)cccc2F)c1 (configuration not stated)	0.3	0.5	-5.0	0.0	1.1	.	-3.0	-12.2
CCCC(=O)N1CCC1(C)C(=O)NS(=O)(=O)c1ccc(C)cc1 (configuration not stated)	-3.4	1.7	14.6	0.0	.	4.8	-0.2	-2.4
C[C@@H](O)C#Cc1ccc([C@@H]2[C@H]3CN(C(=O)Nc4ccccc4)CCCCN3[C@H]2CO)cc1	-3.1	1.1	?	0.0	-3.8	2.5	-8.8	2.5
CC(C)N(Cc1ccccc1)C(=O)c1ccc2nsnc2c1	4.7	0.0	?	0.1	-1.6	2.0	-5.1	-0.4
Cc1cccc(OCCSc2nc(N)cc(N)n2)c1	-18.1	0.7	6.5	0.3	3.7	-46.5	-52.3	7.0
O=C(Nc1ccc(Br)cc1)C1OCCc2ccccc21 (configuration not stated)	-32.8	-1.1	-0.7	.	-1.6	-21.6	-28.6	-5.5
COc1cccc(NC(=O)COC(=O)c2c(F)cccc2Cl)c1	14.9	-1.0	0.6	-0.6	-3.0	3.9	-40.4	-5.7

Source: PubChem (Broad Institute)

The order is random; 4.2% or so of the library scored in one or more.
